# High-throughput results: PubChem BioAssay, Sanford-Burnham Center for Chemical Genomics
# CXCR6 inh = CXCR6 (human) receptor inhibition; CHO-K1 PathHunter CXCR6 beta-arrestin, luminescence; inhibition, % at 20 µM; 360,000 compounds, 0.36% hits; AID 602244; in the data active = inhibition above about 34%, passing the limit was not always enough;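 note: antagonist mode with CXCL16 agonist at 10 nM final; 0% = 10 nM CXCL16 with DMSO and 100% = unstimulated wells without agonist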
# Target sequence (O00574 whole entry, looked up): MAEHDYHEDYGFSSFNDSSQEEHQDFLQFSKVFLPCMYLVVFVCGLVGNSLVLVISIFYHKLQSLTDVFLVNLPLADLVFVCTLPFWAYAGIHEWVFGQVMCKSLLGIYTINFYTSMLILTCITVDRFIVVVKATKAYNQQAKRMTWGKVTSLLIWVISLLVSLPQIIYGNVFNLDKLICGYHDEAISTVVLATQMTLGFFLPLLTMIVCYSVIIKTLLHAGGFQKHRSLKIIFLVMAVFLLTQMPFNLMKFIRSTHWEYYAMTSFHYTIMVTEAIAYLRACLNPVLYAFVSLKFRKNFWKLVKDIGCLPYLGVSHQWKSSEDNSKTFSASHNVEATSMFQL
# Starred values were filed as active, the others as inactive.
SMILES,CXCR6 inh
COCC(C)OC(=O)/C(C#N)=C\c1coc2ccc(C)cc2c1=O (stereo unspecified),-10
COc1cccc(C(=O)NNC(=O)c2cccc3ccccc23)c1,1
O=C(Cc1ccc(S(=O)(=O)N2CCOCC2)s1)Nc1ccc(Br)c(C(F)(F)F)c1,-19
CC(=O)Nc1ccc(-c2csc(Nc3cccc(C)n3)n2)cc1,-11
Cc1c(C(=O)NCc2ccc(F)cc2)sc(=O)n1Cc1ccccc1F,8
C[C@H]1COc2cc(N3CC[C@H](O)C3)ccc2S(=O)(=O)N1,-5
CCCS(=O)(=O)NC(=O)C1(C)CCN(C(=O)c2ccc(OC)cc2)C1 (stereo unspecified),3
O=C(O)c1cccc(Oc2ccc([N+](=O)[O-])cc2)c1,12
COc1ccc(Nc2nc(C)c(-c3ccccc3)s2)cc1,10
Cn1cnc(S(=O)(=O)N2CCCCC2c2cc(C(=O)Nc3cccc(C#N)c3)no2)c1 (stereo unspecified),0
Cn1cc(S(=O)(=O)NC[C@H]2O[C@@H](n3ccc(=O)[nH]c3=O)[C@H](O)[C@@H]2O)cn1,2
CCCCN1C(=O)C(=O)NC[C@H]1Cc1cccc2ccccc12,9
COc1ccc(NC(=S)N2CCC3CC2c2cc(-c4ccc5c(c4)OCO5)ccc23)c(OC)c1 (stereo unspecified),0
Cc1ccc(S(=O)(=O)Nc2cncnc2NS(=O)(=O)c2ccc(C)cc2)cc1,4
CC(C)C[C@H]1CN([C@@H](CC(C)C)CN2CCCC2CN2C(=S)NC[C@@H]2Cc2ccc(O)cc2)C(=S)N1CC1CCCCC1 (stereo partly specified),6
COc1ccc(CN2C(=O)CCC2(C)c2nnnn2-c2c(C)cccc2C)cc1 (stereo unspecified),3
COC(=O)c1ccc(N2C(c3cc(OC)cc(OC)c3)=Cc3ccc(-c4cnc(OC)nc4)cc3C2CC(=O)C2CC2)cc1 (stereo unspecified),6
CC(C)Nc1nc(Nc2ccc(C#N)cc2)c2sccc2n1,-2
COC(=O)c1ccc2nc(-c3ccc(Cl)cc3)c(Cc3cccc(Cl)c3)n2c1,14
O=C(Nc1c(-c2ccc3c(c2)OCO3)[nH][nH]c1=O)c1ccc2c(c1)OCO2,-2
OC(c1ccccc1)(c1nc(/C=C/c2ccc(C(F)(F)F)cc2)cs1)C(F)(F)F (stereo unspecified),-22
O=C1/C(=C/N(C(=O)c2ccco2)c2ccc(Cl)cc2)Sc2ccccc21,-2
CCOC(=O)/C(C#N)=C/c1ccc(OC(=O)c2ccccn2)cc1,8
C=CCNC(=O)/C(C#N)=C/c1cn(-c2ccccc2)nc1-c1ccc(OC)c([N+](=O)[O-])c1,14
CC1CCCC(O)(C(C(=O)O)c2ccccc2)C1 (stereo unspecified),-5

# (listing goes on)
SMILES,CXCR6 inh
CC(C)(C)c1csc(NC(=O)CCS(=O)(=O)c2ccc(F)cc2)n1,-2
COc1ccc(CCNC(=O)CCCn2c(=S)[nH]c3ccsc3c2=O)cc1OC,7
O=Cc1ccccc1OS(=O)(=O)c1ccccc1,11
CCN(CC)CCOC(=O)c1ccc(NC(=O)CSc2nnc(-c3cccs3)n2CC)cc1,-1
COc1ccc(CCN2C(=O)COc3ccccc3C2C(=O)Nc2ccc3c(c2)OCCO3)cc1OC (stereo unspecified),-7
O=C(NCCN1CCN(c2cccc(Cl)c2)CC1)c1cccn2c(=O)c3ccccc3nc12,8
CCOc1ccc2ccccc2c1CNCCCN1CCOCC1,4
Cc1ccc2nc(-c3ccco3)c(CC3CCCCC3)n2c1,0
COc1ccc(C(=O)NC(C(=O)N2CCN(C/C=C/c3ccccc3)CC2)C(C)C)cc1 (stereo unspecified),0
CCOc1ccc2nc(SCC(=O)NC(=O)C(C)C)sc2c1,-6
CNC[C@H]1OCc2cnnn2CCCC(=O)N([C@H](C)CO)C[C@@H]1C,2
CC(=O)N1CCN(C(=O)CNC(=O)c2ccc(C)s2)CC1,8
Cc1ccc(C(O)c2ncc(-c3ccc(F)cc3)[nH]2)cc1F (stereo unspecified),-3
CCCCCCn1c(=O)n2n(c1=O)[C@@H]1CN(S(=O)(=O)c3ccc(C)cc3)C[C@]1(O)[C@@H](OC(=O)NC1CC1)C2,0
COc1cc(C)c2sc3ccccc3c(=O)c2c1NCCN(C)C,6
CC1(C(=O)O)CCN1C(=O)c1ccccc1F (stereo unspecified),-8
O=C(c1ccccc1)c1ccc(Oc2ccc([N+](=O)[O-])cc2[N+](=O)[O-])cc1,-8
N#CC(C#N)=C1c2cc(S(N)(=O)=O)ccc2-c2ccc(S(N)(=O)=O)cc21,-7
S=c1[nH]nc(NC2CCCCC2)s1,7
O=C1NC[C@H](CCCCN2CCN(CCC3CCCCC3)C(=O)C2=O)N(CCc2ccc(O)cc2)C1=O,-13
CN1OC[C@@H]2CN(C(=O)c3ccco3)[C@H](c3ccc(-c4ccc(C#N)cc4)cc3)C[C@@H]21,2
CCN(CC)c1ccc(C(=O)NNC(=O)Cn2c(=O)cnc3ccccc32)cc1,-2
CNc1nc(-c2ccc3c(c2)CCN3C(=O)c2ccc(F)cc2)cs1,-6
CCOC(=O)[C@]12CCC=C1N(Cc1ccccc1)C(=O)[C@H](CC(=O)N1CCCCC1)C2,-1
CC(=O)Oc1ccc(Cn2c(C)c(C(=O)NCc3ccccc3C(F)(F)F)sc2=O)cc1,1

# Next compounds follow:
SMILES,CXCR6 inh
COc1ccc(C(=O)N(C)C(C)c2nccs2)cc1OC1CCN(C(C)=O)CC1 (stereo unspecified),4
CCCCNCCS(=O)(=O)NCc1ccccc1,-6
Cc1cc(O)c(C(C)C)cc1NC(=O)Nc1ccc([N+](=O)[O-])cc1,5
CCCOc1ccc(/C(O)=C2/C(=O)C(=O)N(CCN3CCOCC3)C2c2ccccc2)cc1 (stereo unspecified),0
CC1=C(C(=O)N2CCOCC2)CC(CC(=O)NCC2CCCCC2)C(=O)N1CCCN1CCCC1=O (stereo unspecified),2
CC1(C(=O)NS(=O)(=O)c2cccc(Cl)c2)CCN1C(=O)C/C=C/c1ccccc1 (stereo unspecified),-6
C#CCOCCOCCOCCNc1nc(N2CCN(C(=O)Cn3cc(CCO)nn3)CC2)nc(N2CCN(C(=O)Cn3cc(CCCCN)nn3)CC2)n1,1
CC1(C(=O)NS(=O)(=O)Cc2cccc(Cl)c2)CCN1C(=O)CCc1ccccc1 (stereo unspecified),4
O=C1OC(Sc2ccccc2)(c2ccccc2)c2ccccc21 (stereo unspecified),12
COc1ccccc1NC(=O)C(=O)N/N=C/c1ccc([N+](=O)[O-])s1,-24
CCCc1nc2ccc(Br)cn2c1Cc1cccc(Cl)c1,7
O=C(Nc1nnc([C@@H]2C[C@H](O)[C@@H](CO)O2)s1)c1ccccc1Cl,6
COc1ccccc1N1CCN(C(=O)c2oc3ccccc3c2C)CC1,-2
CCOc1cccc(-c2nnc(SCC(=O)Nc3cccc(OC)c3)n2N)c1,-2
COc1cccc(CNC(=O)[C@H](C)NC(=O)N2CC(=O)Nc3ccccc32)c1,1
NCCCNC(=O)Cn1c(=O)c2c3c(sc2n(Cc2ccccc2)c1=O)CCCC3,10
CC1(C(=O)Nc2ccccc2)CCN1C(=O)Cc1ccc(-c2ccccc2)cc1 (stereo unspecified),-13
COC(=O)c1ccc2nc(-c3ccc(Cl)cc3)c(Cc3cccc(F)c3)n2c1,3
CCOc1ccc(CCN2C(=S)N([C@@H](CC(C)C)CN3CCCC3CN3C(=S)NC[C@@H]3CC(C)C)C[C@@H]2Cc2ccccc2)cc1 (stereo partly specified),12
Cc1ccc(C(=O)NNC(=O)c2ccc3ncccc3c2)cc1,4
CC1CCN(N=Nc2nc3c([nH]2)c(=O)n(C)c(=O)n3C)CC1,-12
O=C(Nc1ccc(F)c(Cl)c1)c1cc(C2CCCN(S(=O)(=O)c3ccccc3)C2)on1 (stereo unspecified),-3
CN(C)Cc1cc(C(C)(C)C)cc(N2CCOCC2)c1O,6
CCc1nc2ccc(C(=O)Nc3cccc(OCC(=O)N(C)C)c3)cn2c1N(C)Cc1ccc(OC)cc1,4
C[C@H]1CN([C@@H](C)CO)C(=O)CCCn2cc(nn2)CO[C@@H]1CN(C)C(=O)Oc1ccccc1,1

# Look-ups from above:
# Value of COc1ccccc1N1CCN(C(=O)c2oc3ccccc3c2C)CC1 in CXCR6 inh: -2
# Value of Cc1cc(O)c(C(C)C)cc1NC(=O)Nc1ccc([N+](=O)[O-])cc1 in CXCR6 inh: 5

# Carrying on:
SMILES,CXCR6 inh
O=C(NC1CCCCC1)C1c2ccccc2OCC(=O)N1Cc1ccco1 (stereo unspecified),-5
CCOc1ccc(OCCC(=O)Nc2ccc(N3CCOCC3)cc2N2CCOCC2)cc1,0
O=C(O)c1ccccc1NN=Cc1ccccc1,10
CCc1ccccc1NC(=O)CN(C)C(=O)Cn1ncc(Cl)c(Cl)c1=O,6
COc1ccc([C@H]2C[C@H](O)[C@@H](n3cc(-c4ccc(F)cc4)nn3)CN2C(=O)C2CCCCC2)cc1,2
c1ccc2c(CCc3ccncc3)cccc2c1,1
CN1C(=O)[C@H]2[C@@H](c3ccc(C(F)(F)F)cc3)N[C@]3(CCCN(Cc4cccn4C)C3=O)[C@H]2C1=O,0
COc1cc(C(=O)C(O)c2ccc(O)c(OC)c2)ccc1O (stereo unspecified),-4
CN(CCc1ccccc1)C(=O)c1ccc(NC(=O)Cc2cccc(NC(=O)C3CCN(C(=O)c4ccccc4)CC3)c2)cc1,0
CCC(=O)N1CCc2cc(Br)c(S(=O)(=O)CCC(=O)NCCc3ccccc3)cc21,-2
Nc1cc2c3c(cccc3c1)C(=O)N(CCN1CCCC1)C2=O,4
Cc1cccc(CN(C)C[C@@H]2OCc3cnnn3CCCC(=O)N([C@@H](C)CO)C[C@H]2C)c1,0
COc1cccc(-c2cnc3c(NC(C)=O)cc(-c4ccc(C(=O)N5CCOCC5)cc4)cn23)c1,7
CCCC(=O)N1CCCC1(C)C(=O)Nc1ccc(C)c(C)c1 (stereo unspecified),-5
Nc1ncnc2c1ncn2[C@@H]1O[C@H](C(=O)NS(=O)(=O)c2cccs2)[C@@H](O)[C@H]1O,-2
COc1ccccc1Cn1c(C)c(C(=O)NCCC#N)sc1=O,4
CCc1ccc(NC(=O)c2ccc3c(c2)CCN3S(C)(=O)=O)cc1,1
N#CC(=C(O)CN1CCN(c2ccccc2F)CC1)c1nc(-c2ccccc2)cs1,-5
O=[N+]([O-])c1ccccc1C(O)Cc1ccccn1 (stereo unspecified),0
O=CNc1cc(-c2ccccc2)cn2c(-c3ccc(F)c(Cl)c3)cnc12,10
Cc1n[nH]c(=O)n(N=Cc2c[nH]c3ccccc23)c1=O,6
CCCC(=O)N1CCCC(c2cc(C(=O)NCc3cccnc3)no2)C1 (stereo unspecified),-4
Cc1ccc(S(=O)(=O)N2C[C@@H](C)[C@]3(C2)[C@H](O)[C@H](OC(=O)NCc2ccco2)C[C@H]2C(=O)N(c4ccccc4)C(=O)[C@H]23)cc1,3
CC(=O)Nc1cccc(-c2csc(C(C)(O)c3ccccc3)n2)c1 (stereo unspecified),-10
O=C1CCC(C(=O)OCC(=O)Nc2ccc(OC(F)F)cc2)=NN1,-4

# (next part)
SMILES,CXCR6 inh
C[C@H]1COc2cc(N3CCSCC3)ccc2S(=O)(=O)N1,-9
O=c1c(=O)n(CCO)n(CCO)c(=O)n1CCO,-10
N#CC1=C(Nc2ccccc2Cl)SC2(CCCC2)NC1=O,3
O=Cc1ccc(-c2ccc([N+](=O)[O-])cc2Cl)o1,-15
COCc1c(C(=O)OCC(=O)N2c3ccccc3NC(=O)C2(C)C)oc2ccccc12,0
C=C(C(=O)c1ccccc1)C(NC(C)(C)C)c1ccccc1 (stereo unspecified),12
O=C(Nc1cc(C(F)(F)F)ccc1F)C1Cc2c(-c3ccccc3Oc3ccccc3)ccnc2O1 (stereo unspecified),13
C/C(=N\NC(=O)c1nnn(-c2nonc2N)c1CN1CCC(C)CC1)c1ccc(Br)cc1,-4
Cc1ccccc1S(=O)(=O)N1CCN(c2ccc3c(c2)C2CC3CCN2C(=O)OCc2ccccc2)CC1 (stereo unspecified),9
COC(=O)CCN1CCC2CC1c1cc(Cl)ccc12 (stereo unspecified),-1
CN1CCN(Cc2nc3ccccc3c(=O)n2Cc2nc(-c3ccccc3F)cs2)CC1,4
Cc1nn2c(CN(C(=O)c3ccco3)c3ccccc3)nnc2c2ccccc12,-14
COCCN(Cc1cc2cc(C)ccc2n2nnnc12)C(=S)Nc1ccc(OC)cc1,0
Cc1nc2ccccn2c(=O)c1NC(=O)c1ccc2c(c1)OCO2,5
CCOC(=O)n1c2ccccc2c(=O)n1CCO,1

# A draw from above in order of SMILES length, rising.
SMILES,CXCR6 inh
CCOC(=O)n1c2ccccc2c(=O)n1CCO,1
N#CC1=C(Nc2ccccc2Cl)SC2(CCCC2)NC1=O,3
O=Cc1ccc(-c2ccc([N+](=O)[O-])cc2Cl)o1,-15
C[C@H]1COc2cc(N3CCSCC3)ccc2S(=O)(=O)N1,-9
Cc1nc2ccccn2c(=O)c1NC(=O)c1ccc2c(c1)OCO2,5
COCc1c(C(=O)OCC(=O)N2c3ccccc3NC(=O)C2(C)C)oc2ccccc12,0
Cc1ccccc1S(=O)(=O)N1CCN(c2ccc3c(c2)C2CC3CCN2C(=O)OCc2ccccc2)CC1 (stereo unspecified),9

# Structures from the list above that have an aryl thioether with sulfur outside any ring:
SMILES,CXCR6 inh
CCN(CC)CCOC(=O)c1ccc(NC(=O)CSc2nnc(-c3cccs3)n2CC)cc1,-1
CCOc1ccc2nc(SCC(=O)NC(=O)C(C)C)sc2c1,-6
O=C1OC(Sc2ccccc2)(c2ccccc2)c2ccccc21 (stereo unspecified),12
CCOc1cccc(-c2nnc(SCC(=O)Nc3cccc(OC)c3)n2N)c1,-2

# Not all compounds are listed; rates above refer to the full screens.
